# Screens (PubChem)
# NRP1-CendR mod: modulators of CendR peptide binding to human neuropilin-1 | AID 602438 | inhibition, % at 25 µM | O14786 | FAM-RPARPAR peptide binding to NRP-1, fluorescence polarization | hit rate 0.85% among 360,000;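 active = inhibition or corrected inhibition above about 18%, plus a signal ratio from 0.5 to 1.5, limit read from the data, passing the limit was not always enough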; also: strong numbers were not always called active
# TbMetRS inhib: blocks T. brucei methionyl-tRNA synthetase activity | purified T. brucei MetRS, ATP depletion, Kinase-Glo luminescence | inhibition, % at 11.9 µM | hit rate 0.4% among 360,000 | AID 624268;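 active = inhibition above a per-plate cutoff of the control wells' mean inhibition plus 3 SD, cut at about 5.5% in these data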;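 also: 0% = DMSO wells median and 100% = median of wells with control inhibitor compound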
#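 System: purified T. brucei MetRS enzyme / Detection: Kinase-Glo luciferase luminescence reporting remaining unconsumed ATP / Medium: HEPES buffer with MgCl2, KCl, DTT, spermine, BSA, pyrophosphatase / Replication: singlicate, one well per compound / Evaluation: percent inhibition relative to median high and low control wells / Schedule: 2 h aminoacylation at 25 °C after 15 min preincubation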
# bovine MsrA act: activates bovine MsrA enzyme | purified bovine MsrA, absorbance read-out | hit rate 0.3% among 360,000 | AID 602163 | activation, % at 10.6 µM; in the data active = activation above about 7.5%;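 also: 0% = vehicle and 100% = reference activator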
# E coli Lon inh: inhibitors of E. coli Lon protease; P0A9M0; purified E. coli Lon protease, fluorescence polarization; inhibition, % at 7.94 µM; hit rate 0.42% among 360,000; AID 602123; in the data active = inhibition above about 13%, passing the limit was not always enough;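 also: 0% = enzyme with probe and DMSO and 100% = no enzyme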
# FAS-TE inh: inhibitors of human fatty acid synthase thioesterase domain; P49327; hit rate 0.67% among 360,000; inhibition, % at 15 µM; recombinant FAS-TE, OMFH fluorogenic substrate, fluorescence endpoint;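 active = compounds whose normalised, plate-corrected inhibition of enzyme fluorescence in the single-dose primary screen is 50% or more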;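 also: 0% = DMSO with enzyme and 100% = substrate without enzyme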
# MsrA inhibitor: inhibits bovine methionine sulfoxide reductase A | purified bovine MsrA, absorbance read-out | inhibition, % at 15.5 µM | hit rate 0.75% among 360,000; in the data active = inhibition above about 4.5%;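 also: 0% = vehicle wells with enzyme and 100% = reference inhibitor wells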
# MT1-MMP act inh: inhibitors of human MT1-MMP activation | GFP/RFP ratio change, % at 20 µM | AID 651647 | hit rate 0.061% among 360,000 | HT1080 RFP-PRO-GFP cells, GFP/RFP ratio fluorescence, overnight; percent of plate control window, DMSO zero | P50281;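 active = GFP/RFP ratio change of at least 30% with cell ATP level not reduced by more than half and red fluorescence within 50% of control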; also: strong numbers were not always called active
#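 Compound: 20 µM single dose, 1% DMSO / System: HT1080 RFP-PRO-GFP cells / Controls: DMSO and RFP-L50D-GFP cell wells / Read-out basis: GFP/RFP fluorescence ratio / Schedule: overnight compound exposure at 37 °C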
# MLLE-PAM2 inh: blocks PAM2 peptide binding to the PABP1 MLLE domain | P11940 | GST-MLLE / FITC-PAM2 fluorescence polarization | inhibition, % at 20 µM | hit rate 0.36% among 360,000; in the data active = inhibition above about 35%, passing the limit was not always enough;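 also: plate controls were DMSO wells with GST-MLLE for no effect and wells lacking GST-MLLE protein for full effect; some results filed as inactive read as strong as hits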
# Target sequence (P11940 whole entry, looked up, the tested form may be a part): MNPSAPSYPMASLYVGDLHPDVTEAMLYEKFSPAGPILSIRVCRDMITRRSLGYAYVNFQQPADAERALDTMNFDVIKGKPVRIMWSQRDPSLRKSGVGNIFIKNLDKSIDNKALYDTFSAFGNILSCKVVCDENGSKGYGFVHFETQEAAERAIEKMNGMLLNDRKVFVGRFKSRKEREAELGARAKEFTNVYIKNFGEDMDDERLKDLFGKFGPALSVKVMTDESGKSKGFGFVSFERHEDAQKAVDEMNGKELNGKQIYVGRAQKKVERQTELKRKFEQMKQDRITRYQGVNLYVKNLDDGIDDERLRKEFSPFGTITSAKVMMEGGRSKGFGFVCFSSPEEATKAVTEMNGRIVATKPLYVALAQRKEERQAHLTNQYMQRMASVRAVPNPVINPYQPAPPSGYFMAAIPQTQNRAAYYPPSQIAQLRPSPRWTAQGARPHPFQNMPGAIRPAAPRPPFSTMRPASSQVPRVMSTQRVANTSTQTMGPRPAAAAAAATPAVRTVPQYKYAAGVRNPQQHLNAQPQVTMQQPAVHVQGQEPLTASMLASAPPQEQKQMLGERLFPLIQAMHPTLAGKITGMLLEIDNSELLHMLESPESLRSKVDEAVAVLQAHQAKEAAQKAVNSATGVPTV
# SKN-1 inh: C. elegans SKN-1 inhibition; C. elegans VP596 Pgst-4::GFP/RFP ratio, acrylamide-induced, 24 h; inhibition, % at 21.8 µM; hit rate 0.49% among 360,000; AID 624304;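 active = interference check ratio from 0.5 to 1.5 plus GFP to RFP signal ratio inhibition reaching or exceeding a fixed threshold, cut at about 30% in these data, passing the limit was not always enough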; also: some compounds called inactive have numbers as strong as hits
# An asterisk follows results filed as active; x = no result given.
SMILES,NRP1-CendR mod,TbMetRS inhib,bovine MsrA act,E coli Lon inh,FAS-TE inh,MsrA inhibitor,MT1-MMP act inh,MLLE-PAM2 inh,SKN-1 inh
N#Cc1ccccc1NC(=O)c1ccc2c(Cl)c3c(nc2c1)CCCC3,-11,-1.2,-10,9,31,-0.1,x,6,0
COc1ccc(CCNCC(=O)Nc2ccc(C)c(Br)c2)cc1OC,-3,0.1,-1,-3,4,-0.4,-1,2,7
FC(F)(F)c1ccc2c(c1)nc1n2CCCC1,-4,0.3,-3,0,-3,0.5,2,-5,1
CC(C)(O)c1nnn(-c2ccccc2)c1C(F)(F)F,0,-1.0,-14,2,-7,0.9,0,5,8
C=CCn1c(=NC(=O)c2cc(-c3cccs3)nc3ccccc23)sc2cc(S(N)(=O)=O)ccc21,-17,-0.4,0,-15,18,2.8,-1,-12,3
Cn1c(=O)c2cc(NC(=O)CCc3ccc(O)cc3)ccc2n1Cc1cccc(C(F)(F)F)c1,-16,-0.2,-4,-5,4,-0.4,-4,-8,12
COC(=O)c1ccc(OCCCCN2CC(C)OC(C)C2)cc1 (stereo not given),9,0.5,-1,-5,-5,0.1,1,-5,12
O=C(Nc1nnc(-c2cccnc2)o1)c1ccccc1Cl,8,0.8,-2,8,-6,-0.3,2,-2,6
COc1ccc(/C(C)=N/N=C(N)N)c(O)c1,1,0.0,0,3,-4,0.5,-2,-4,5
C=CCNC(=O)CCCOc1cc(C)ccc1C,0,0.0,-2,-3,-9,x,5,7,-1
CN1CCN(C(=S)c2cn(Cc3ccc(Br)cc3)c3ccccc23)CC1,7,0.3,-16,0,11,-0.5,x,21,14
CCCc1ccc(OCc2ccc(C(=O)N3CCN(c4ccccn4)CC3)o2)c(OC)c1,-6,0.0,1,0,20,-0.2,-4,-1,12

# One compound at a time (already shown):
# Record of `CC(C)(O)c1nnn(-c2ccccc2)c1C(F)(F)F` : NRP1-CendR mod: 0; TbMetRS inhib: -1.0; bovine MsrA act: -14; E coli Lon inh: 2; FAS-TE inh: -7; MsrA inhibitor: 0.9; MT1-MMP act inh: 0; MLLE-PAM2 inh: 5; SKN-1 inh: 8
# Record of `FC(F)(F)c1ccc2c(c1)nc1n2CCCC1` : NRP1-CendR mod: -4; TbMetRS inhib: 0.3; bovine MsrA act: -3; E coli Lon inh: 0; FAS-TE inh: -3; MsrA inhibitor: 0.5; MT1-MMP act inh: 2; MLLE-PAM2 inh: -5; SKN-1 inh: 1

# Continued:
SMILES,NRP1-CendR mod,TbMetRS inhib,bovine MsrA act,E coli Lon inh,FAS-TE inh,MsrA inhibitor,MT1-MMP act inh,MLLE-PAM2 inh,SKN-1 inh
COC(=O)C(Sc1ccc(Cl)cc1)C1SC(=S)N(Cc2ccccc2)C1=O (stereo not given),-7,-0.1,-1,-11,9,0.6,-7,-17,7
COc1cccc(C(O)c2nc(-c3ccc(F)c(Cl)c3)cs2)c1 (stereo not given),-1,0.0,-7,-6,22,-1.4,1,4,6
COc1ccc(NC(=O)c2oc3ccc(S(=O)(=O)N4CCC5(CC4)OCCO5)cc3c2C)cc1,-1,-0.6,-4,4,28,-0.1,4,1,11
Cc1c(C(=O)NN)sc(=S)n1C,-14,-0.7,-2,1,-6,2.3,-3,-3,1
CCCCn1c(C(C)NC(=O)CC)nc2ccccc21 (stereo not given),-7,-0.1,1,-7,-8,0.1,0,-8,-2
COc1cccc(CSc2nnc(C(F)(F)F)n2Cc2ccc(F)cc2)c1,-4,0.0,-2,-5,24,-0.7,2,-14,12
O=C1N=C(N2CCCC2)S/C1=C\C=C\c1ccccc1,-2,-0.2,-3,3,14,2.8,-6,-11,10
COc1ccc2ccccc2c1CN1CCN(C(=O)c2ccco2)CC1,-5,-0.5,-3,5,4,1.5,-4,-15,-9
CCN(CC)CCCNC(=O)Cc1c(C(=O)O)n(C)c2ccccc12,-3,-0.2,-3,-7,-10,0.2,-8,-2,9
O=C(CSCc1ccc(Cl)c(Cl)c1)Nc1c[nH]c(=O)[nH]c1=O,-3,0.0,-3,-1,-9,0.5,1,-7,2
CCOc1cc(CNS(=O)(=O)c2cn(C)cn2)cc(OCC)c1OCC,22*,0.4,-1,5,-6,0.4,-7,6,7
CCOCCCNC(=S)N1CCCN(c2nc3c(C)c(C)ccc3cc2C#N)CC1,-16,-0.5,-2,1,19,2.0,-1,-96,11

# Reformatted: entries from further up
Molecule: COc1ccc2ccccc2c1CN1CCN(C(=O)c2ccco2)CC1
  NRP1-CendR mod: -5; TbMetRS inhib: -0.5; bovine MsrA act: -3; E coli Lon inh: 5; FAS-TE inh: 4; MsrA inhibitor: 1.5; MT1-MMP act inh: -4; MLLE-PAM2 inh: -15; SKN-1 inh: -9

Molecule: CCN(CC)CCCNC(=O)Cc1c(C(=O)O)n(C)c2ccccc12
  NRP1-CendR mod: -3; TbMetRS inhib: -0.2; bovine MsrA act: -3; E coli Lon inh: -7; FAS-TE inh: -10; MsrA inhibitor: 0.2; MT1-MMP act inh: -8; MLLE-PAM2 inh: -2; SKN-1 inh: 9

# Next part.
SMILES,NRP1-CendR mod,TbMetRS inhib,bovine MsrA act,E coli Lon inh,FAS-TE inh,MsrA inhibitor,MT1-MMP act inh,MLLE-PAM2 inh,SKN-1 inh
O=C(CCC(C(=O)c1ccccc1)c1ccccc1)c1ccccc1 (stereo not given),-12,-0.3,-2,4,28,-1.5,2,-4,10
CCOC(=O)c1c(C)nc2sc3c(=O)n(-c4ccc(OC)cc4)nnc3c2c1-c1ccc(OC)cc1,-5,0.0,1,-3,25,1.1,-4,1,0
COC(=O)CCn1[nH]c(=O)c2ccccc2c1=O,4,-0.6,-3,-7,-7,0.5,1,7,-4
O=C1CCc2cc(NS(=O)(=O)c3ccc(F)cc3)cc3c2N1CC3,0,-0.3,-12,10,-6,-1.2,5,7,-3
COc1ccc(CCNC(=O)Cn2cnc3c2c(=O)n(C)c(=O)n3C)cc1OC,10,0.4,-1,-2,-10,1.4,-1,-3,17
O=[N+]([O-])c1ccc2nc(NCCCO)nc(-c3ccccc3)c2c1,6,-0.4,-4,16,-6,1.5,-3,2,4
COc1cc(CN2CC(=O)N(c3ccccc3Cl)C2=S)cc(OC)c1OC,-3,-0.5,-4,-5,4,1.2,-7,20,5
COc1ccccc1C(=O)N1CCN(C(=O)Cc2ccccc2)CC1,14,-0.3,-1,2,-8,1.0,1,-17,7
N#C/C(=C/c1ccc(C(=O)O)cc1)C(=O)Nc1ccccc1,13,0.5,0,5,-3,0.1,2,4,15
CN(C)C(=O)C1CC(=O)OC12CCCCC2 (stereo not given),-6,-1.3,-11,15,-3,1.1,x,14,-25
CCOc1cccc(-c2nnc(SCC(=O)Nc3cc(OC)cc(OC)c3)n2N)c1,-3,-0.2,1,-3,-5,0.8,1,8,11
Cc1ccc(C(=O)C[n+]2ccccc2C)cc1[N+](=O)[O-],4,0.6,-1,5,1,-0.3,5,10,16
CCCCn1c(=O)[nH]c(=O)c2c(C(=O)OCC)cc(-c3cccs3)nc21,-5,-1.0,-7,-4,-7,1.2,2,8,0
Cc1ccccc1NC(=O)N(C(C)C)C(C)C,13,-0.3,6,-1,-6,0.5,13,3,3
O=C1CC(c2ccccc2)CC(=O)C1=CN1CCCC1 (stereo not given),-6,-0.2,-2,-12,-7,0.0,3,2,-1
O=C(NCCOc1ccccc1)C1CCC(=O)N(CCN2CCOCC2)C1 (stereo not given),10,0.0,-2,-4,-5,-1.1,-1,5,10
Cc1ccc(S(=O)(=O)NCC(=O)N(CC2CCCO2)C(C(=O)NC2CCCC2)C(C)C)cc1 (stereo not given),7,-0.4,-2,-6,-4,-0.3,-1,6,-22
COc1ccc([N+](=O)[O-])cc1C1NN=C(c2ccccc2O)S1 (stereo not given),14,-0.8,-3,-10,10,-0.4,-4,-55,9
COc1ccc(NC(=O)CCC(=O)OCc2ccc(Br)cc2)cc1,-6,2.0,-2,-4,-1,-0.5,1,14,6
CCOC(=O)c1nnn(-c2nonc2N)c1CNC(C)C,6,0.4,1,-5,-7,0.4,-12,5,9
O=C(NNc1nc2ccccc2s1)Nc1ccc(Cl)c(Cl)c1,5,1.5,-3,-7,5,0.7,-3,-19,-9
O=C(NC(=S)Nc1ccc2nc[nH]c2c1)c1ccccc1,2,0.2,-4,1,-7,-0.3,2,29,-4
CCc1ccc(CN2C(=O)CCC2(C)C(=O)NC2CCCC2)cc1 (stereo not given),0,-0.3,-6,1,-7,0.9,-1,11,2
O=C(Cc1ccccc1)Nc1ccc(NC(=O)c2cccs2)c(Cl)c1,-12,0.2,-3,2,-4,-0.8,-15,-6,3
CCCCCCC(=O)Oc1cccc(N2C(=O)C3CCCCC3C2=O)c1 (stereo not given),9,-0.1,-3,0,20,-1.0,-1,-2,10
O/N=C1\CC/C(=N\O)c2nn(-c3ccccc3Cl)nc21,2,-0.4,-4,-12,-5,-0.5,-3,3,-5
O=C1CCCc2oc3ccc(O)cc3c21,-2,-0.3,-2,-6,-5,0.3,5,-2,5
O=C(c1ccc(C(F)(F)F)cc1)C1CCCN(Cc2cccn2-c2ncccn2)C1 (stereo not given),-11,-1.4,-7,-6,-4,-0.9,0,17,-1
CCOc1cc(NC(=O)C2CC2)c(OCC)cc1NC(=O)c1cc(OC)c(OC)c(OC)c1,5,0.0,-2,-12,-9,1.8,19,9,9
C#CCOCCOCCOCCNc1nc(N2CCN(C(=O)[C@H](CCC(=O)O)n3cc(CN)nn3)CC2)nc(N2CCN(C(=O)[C@H](CCC(=O)O)n3cc(CN)nn3)CC2)n1,0,1.4,-3,-1,-5,0.6,0,2,9
Cc1c(NC(=O)CSc2nncc3ccccc23)c(=O)n(-c2ccccc2)n1C,-5,0.0,-1,2,-8,-0.5,4,29,6
O=C(Nc1cccn(Cc2ccc(F)cc2)c1=O)NC1CCCCC1,-2,-0.1,0,2,4,3.2,-10,1,1
COc1ccc2nc(NCCNC(=S)NCCCN3CCOCC3)c(C#N)cc2c1,-4,-0.1,-4,1,-6,0.0,1,-56,4
Cc1ccc(/C=N/NC(=O)CSc2nc3ccccc3n2C)s1,2,-0.5,-6,-7,-2,1.0,4,-7,-5
NC(=O)c1ccc(N=Cc2c(O)ccc3ccccc23)cc1,-44,2.5,-1,2,-3,1.7,0,-100,-11
COc1cccc(/C=C(/C(=O)OCC(N)=O)c2ccccc2)c1,-2,-0.9,-11,-2,-11,0.1,0,4,-5
CCc1nc(N)nc(N)c1-c1ccc(N(C)Cc2ccccc2)c([N+](=O)[O-])c1,-17,-0.2,0,-5,-8,-0.2,-12,-1,-11
O=C(c1cccc(S(=O)(=O)Nc2ccc(Br)cc2)c1)N1CCCC1,-5,-0.2,-1,-2,1,0.3,2,-12,6
CCOC(=O)C1(C)CCCN1C(=O)c1ccc(F)c(Cl)c1 (stereo not given),3,-0.3,0,-2,-6,0.6,0,-14,14
Cc1ccc(S(=O)(=O)N2CCN(C(=O)CC(C)n3cncn3)CC2)cc1C (stereo not given),0,-0.1,-3,3,-4,0.1,-3,-6,22
Cc1ccccc1Sc1ncnc2onc(C)c12,0,-1.8,-11,-3,0,0.1,-3,-6,-3
O=C(O)c1n[nH]c2c1CCCCC2,-5,-0.6,-1,-7,-4,-0.5,8,4,3
N/C(Cc1ccc([N+](=O)[O-])cc1)=N\OC(=O)C(c1ccccc1)c1ccccc1,-1,-1.1,-2,-6,42,-0.5,3,-7,15
Cc1c(-c2ccc(OCCN3CCOCC3)cc2)c(=O)oc2ccc3ccccc3c12,1,0.9,0,2,-7,-0.3,0,9,19
